# From PubChem BioAssay
# K1F lysis inhibition = protection from phage-mediated lysis, alamar blue read-out – E. coli UTI89, K1F phage, bacterial capsule biogenesis inhibitors (AID 488966). E. coli UTI89 K1F phage lysis, alamar blue, 2 h; higher % means a stronger effect. one-dose inhibition, % at 100 µM; IC50 in µM for titrated hits. hit rate 0.02% among 340,000;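 active = phage lysis inhibition, versus mean bacterial control, above a set limit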;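 note: capsule biogenesis inhibitors block K1F phage lysis so surviving cells raise fluorescence; higher fluorescence means more inhibition of phage lysis; actives were called in the ten point dose series up to 300 µM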
# Starred values were filed as active, the others as inactive; [ ] = another dose, or the depositor's remark. Some of the compounds tested; count on the stated rates, not on these rows.
SMILES,K1F lysis inhibition
CCC(=O)Nc1ccc(C(=O)CN2C(=O)NC3(CCCCCC3)C2=O)cc1,-0.2%[50 µM]
COc1ccc(CCNC(=O)c2ccc(NC(=O)CC3SC(N4CCCC4)=NC3=O)cc2)cc1 (stereo not given),1.0%[50 µM]
CC(=O)c1ccc(NC(=O)CSc2nc3[nH]ncc3c(=O)[nH]2)cc1,1.5%[50 µM]
Cc1ccc2c(c1)[C@H]1[C@H](CO2)[C@H](c2ccccc2)[C@]2(C)C(=O)Nc3ccc(Cl)cc3C(=O)N12,0.6%
CCCC(C)Sc1nc2c([nH]1)c(=S)n(C)c(=O)n2C (stereo not given),1.0%
CCOC(=O)/C=C1/SCC(=O)N1Cc1ccc(Br)cc1,-0.1%
Nn1c(SCC(=O)NCCN2C(=O)CSC2=O)nnc1-c1ccc(OC(F)F)cc1,0.4%[50 µM]
COc1cccc(COC(=O)C2CCN(S(=O)(=O)c3ccc(C)cc3)CC2)c1OC,0.7%[50 µM]
Cc1ccc(NC(=O)C2CCN(S(=O)(=O)c3ccc4c(c3)OCCCO4)CC2)nc1,0.4%[50 µM]
COC(C/C=C\[C@H](O)COCc1ccccc1)OC,0.4%
CC[C@]12c3[nH]c4ccc(Cl)cc4c3CCN1C(=O)[C@@H](CC(=O)NC(C)(C)C)C[C@@H]2C(=O)N1CCN(C(=O)c2ccco2)CC1,0.3%
O=C(NC1CC1)c1cc(-c2ccc(Br)cc2)nc2ccccc12,0.4%[50 µM]

# A different layout for part of the listing above:
compound	K1F lysis inhibition
CCC(=O)Nc1ccc(C(=O)CN2C(=O)NC3(CCCCCC3)C2=O)cc1	-0.2%[50 µM]
COc1ccc(CCNC(=O)c2ccc(NC(=O)CC3SC(N4CCCC4)=NC3=O)cc2)cc1 (stereo not given)	1.0%[50 µM]
CC(=O)c1ccc(NC(=O)CSc2nc3[nH]ncc3c(=O)[nH]2)cc1	1.5%[50 µM]
Cc1ccc2c(c1)[C@H]1[C@H](CO2)[C@H](c2ccccc2)[C@]2(C)C(=O)Nc3ccc(Cl)cc3C(=O)N12	0.6%
CCCC(C)Sc1nc2c([nH]1)c(=S)n(C)c(=O)n2C (stereo not given)	1.0%
CCOC(=O)/C=C1/SCC(=O)N1Cc1ccc(Br)cc1	-0.1%
Nn1c(SCC(=O)NCCN2C(=O)CSC2=O)nnc1-c1ccc(OC(F)F)cc1	0.4%[50 µM]

# The list continues.
SMILES,K1F lysis inhibition
Cc1cccc(OCC(=O)NNC(=O)C2CCN(c3ncnc4sc(C)c(C)c34)CC2)c1,0.2%[50 µM]
COc1ccccc1N(C)S(=O)(=O)c1ccc(C(=O)Nc2nnc(C)s2)cc1,1.2%[50 µM]
COc1ccc(S(=O)(=O)N(C)C[C@H]2Oc3c(NC(=O)CCC(F)(F)F)cccc3C(=O)N([C@H](C)CO)C[C@@H]2C)cc1,2.7%
Cc1cccc(C)c1OCC(=O)Nc1oc(-c2ccccc2)c(-c2ccccc2)c1C#N,0.9%
COc1ccccc1CNCc1ccc(OC)c2ccccc12,0.6%
Fc1ccccc1COc1cccc2cccnc12,0.4%
O=C1C(Cc2ccccc2)Nc2ncnc(N3CCN(c4ccccc4)CC3)c2N1Cc1ccccc1 (stereo not given),0.8%
O=Cc1cccnc1SCc1ccccc1,0.3%
CC(C)(CC1(C)NC(=O)NC1=O)OCc1ccccc1 (stereo not given),-3.5%
COc1ccc(C(=O)COC(=O)CN2C(=O)NC3(CC(C)CC(C)(C)C3)C2=O)c(OC)c1 (stereo not given),0.1%[50 µM]
COc1cc(OC)cc(-c2c(C#Cc3ccsc3)c3cc(-c4cc(F)cc(F)c4)ccc3n2C)c1,1.0%
COC(=O)[C@@]1(Cc2ccccc2)[C@H]2C(=O)N(C)C(=O)[C@H]2[C@H]2CN=C(SC)N21,0.4%
Cc1cc(C(=O)N(Cc2nnc(-c3ccc(Cl)cc3)o2)C(C)C)c2ccccc2n1,0.0%[50 µM]
COc1ccc(-c2sc3ccc(OC)cc3c2C#Cc2ccccn2)cc1,-0.2%
CCC(NC(=O)c1cncc(Br)c1)c1ccccc1 (stereo not given),0.4%
CCN1C(=O)Nc2cccc3cccc1c23,-1.1%
NC(CCC(=O)NC(CS)C(=O)NCC(=O)O)C(=O)O (stereo not given),1.2%
O=C(Cc1ccc(F)cc1)N[C@@H]1c2ccccc2CC[C@@H]1O,0.1%
Cc1cc(C)cc(C(=O)N(Cc2ccco2)c2c(N)n(Cc3ccccc3)c(=O)[nH]c2=O)c1,0.3%[50 µM]
COc1cc2ccccc2cc1C(=O)NC1CCCCC1,0.8%[50 µM]
O=C(CNC(=O)c1ccc(Br)o1)NNC(=O)c1ccccc1O,-0.8%
Cc1csc(=O)n1CC(=O)OCC(=O)NCc1ccccc1,1.0%[50 µM]
C[N+](C)(CCOc1ccccc1)Cc1ccccc1,-4.2%
CC(C)N(Cc1nnc(-c2ccc(Cl)cc2)o1)C(=O)C1=COCCO1,0.7%[50 µM]

# A different layout for some results above:
SMILES	K1F lysis inhibition
Fc1ccccc1COc1cccc2cccnc12	0.4%
O=C1C(Cc2ccccc2)Nc2ncnc(N3CCN(c4ccccc4)CC3)c2N1Cc1ccccc1 (stereo not given)	0.8%
O=Cc1cccnc1SCc1ccccc1	0.3%
CC(C)(CC1(C)NC(=O)NC1=O)OCc1ccccc1 (stereo not given)	-3.5%
COc1ccc(C(=O)COC(=O)CN2C(=O)NC3(CC(C)CC(C)(C)C3)C2=O)c(OC)c1 (stereo not given)	0.1%[50 µM]
COc1cc(OC)cc(-c2c(C#Cc3ccsc3)c3cc(-c4cc(F)cc(F)c4)ccc3n2C)c1	1.0%
COC(=O)[C@@]1(Cc2ccccc2)[C@H]2C(=O)N(C)C(=O)[C@H]2[C@H]2CN=C(SC)N21	0.4%

# The results go on.
SMILES,K1F lysis inhibition
CCOc1ccc(S(=O)(=O)N2CCN(C(=O)c3ccc(-n4cncn4)c([N+](=O)[O-])c3)CC2)cc1,0.2%[50 µM]
O=C(Nc1ccc(C(=O)N2CCCC2)cc1)C1CCCCC1,0.2%
CC(C(=O)Nc1nc(-c2ccc(F)cc2)cs1)N1C(=O)C2CC=CCC2C1=O (stereo not given),0.4%[50 µM]
C[C@H](CO)N1C[C@H](C)[C@@H](CN(C)C(=O)NC2CCCCC2)Oc2c(NC(=O)Nc3ccc4c(c3)OCO4)cccc2C1=O,1.1%
O=c1c2ccccc2sc2nc(CCl)nn12,-1.1%
COc1ccc(Cn2cc(CN3CCS(=O)(=O)N(Cc4ccc(-c5cccc(Cl)c5)cc4)C(C)C3=O)nn2)cc1 (stereo not given),0.3%
CN(C)CCNC(=O)c1cccc2nc3c(ccc4ccccc43)nc12,7.9%
CN(CCc1ccccc1)C(=O)c1cccc(NC(=O)Cc2cccc(NC(=O)C3CCCN(C(=O)CCc4ccccc4)C3)c2)c1 (stereo not given),0.1%
CCC(=O)c1ccc(OCC(=O)Nc2nc(-c3cccnc3)cs2)cc1,0.8%[50 µM]
Cc1ccc(S(=O)(=O)NCCC(=O)OCC(=O)N2CCCC2=O)cc1,1.1%[50 µM]
COc1ccc(S(=O)(=O)N2CCOCC2)cc1NC(=O)COC(=O)c1ccc([N+](=O)[O-])s1,-1.7%
COc1cc(OC)cc(C(=O)NCC(=O)OC2CCCCC2=O)c1 (stereo not given),0.9%[50 µM]
COc1ccc(NC(=O)CN(C)CC(=O)NCc2ccc(C)cc2)cc1,0.5%[50 µM]
O=c1cc(-c2ccc(O)cc2)oc2ccc3ccccc3c12,0.2%[50 µM]
Cc1ccc2c(CC(=O)N3CCN(S(=O)(=O)c4ccccc4)CC3)coc2c1,0.9%[50 µM]
COc1ccc(C(=O)C(C)OC(=O)c2cccc(S(=O)(=O)Nc3c(C)n(C)n(-c4ccccc4)c3=O)c2)cc1 (stereo not given),2.1%
Cc1ccc(SCC(=O)Nc2cccnc2)cc1,0.1%
Cc1cc(Cl)ccc1OCC(=O)OCC(=O)NC1CCS(=O)(=O)C1 (stereo not given),0.5%[50 µM]
CCc1ccc(-c2nn(Cc3ccccc3)cc2C(=O)NCC2CCCO2)cc1 (stereo not given),0.4%[50 µM]
O=C(c1cccc(NS(=O)(=O)c2ccc(Br)cc2)c1)N1CCN(c2ccccc2O)CC1,0.3%[50 µM]
Cc1ccc(SCC(=O)NNC(=O)CNC(=O)c2ccccc2F)cc1,1.4%
O=C1N[C@H](Cc2ccccc2)COC(=O)[C@H](Cc2ccc(F)cc2)CC/C=C/C[C@@H]1CC(=O)N(CCO)Cc1ccccc1,-0.1%
O=C(Sc1ccc(Cl)cc1)c1ccccn1,1.3%
Cc1cc(C)c(-c2c(N)cc(Br)cc2Br)c(N)c1,0.6%
CCN(C(=O)c1cccc(Br)c1)C1CCS(=O)(=O)C1 (stereo not given),1.2%[50 µM]
O=C(COC(=O)c1cc2ccccc2cc1O)NC1CCCCC1,0.1%[50 µM]
CC1CC1C(=O)OCC(=O)Nc1ccc(Cl)cn1 (stereo not given),0.1%[50 µM]
CCOC(=O)C1CCCN(C(=O)c2ccccc2NS(=O)(=O)c2ccc(F)cc2)C1 (stereo not given),-1.7%
Nc1ncnc2c1cnn2C1CC(O)C(CO)O1 (stereo not given),0.6%
COc1ccc(CNC(=O)COC(=O)c2ccc(C)c(S(=O)(=O)N3CCOCC3)c2)cc1,0.3%[50 µM]
CCCCN(C(=O)COC(=O)c1ccc(C=O)cc1)c1c(N)n(CCC)c(=O)[nH]c1=O,0.5%[50 µM]
CN1C(CCl)Nc2cc(Cl)c(S(N)(=O)=O)cc2S1(=O)=O (stereo not given),-0.4%
Cc1cc(Br)ccc1Nc1nc(N)nc(N)c1N=O,-0.7%
Cc1ccc(C)c(OCCC(=O)OCC(=O)Nc2ccc(C)c(S(=O)(=O)N3CCCCC3)c2)c1,-0.5%[50 µM]
COc1ccc(-c2csc(NC(=O)CSCC(=O)Nc3cc(C)on3)n2)cc1,0.9%[50 µM]
CCOC(=O)[C@H]1[C@H]2COc3ccc(Cl)cc3[C@@H]2N2C(=O)c3cc(F)c(F)cc3NC(=O)[C@@]12C,0.1%
CCN1CCN(c2ccc(S(=O)(=O)N3CCOCC3)cc2NC(=O)CCSC)CC1,0.0%[50 µM]
O=c1c(-c2ccc(O)cc2)coc2cc(O)ccc12,-4.8%
CCN(CC)C(=O)[C@H]1C[C@H](CC(=O)NCCCn2ccnc2)C(=O)N2CCc3c([nH]c4cc(-c5ccco5)ccc34)[C@]12C,0.2%
CCOc1ccc(CCNC(=O)COC(=O)c2cccc(S(=O)(=O)N3CCCCC3)c2)cc1OCC,0.2%[50 µM]
CC(NC(=O)C1CCN(C(=O)Nc2ccccc2)CC1)c1ccccc1 (stereo not given),0.1%[50 µM]
CCN1C(=O)[C@H]2[C@H]3CN=C(SCc4ccccc4)N3[C@@](C)(C(=O)OC)[C@H]2C1=O,0.2%
Brc1cc2ccccc2[n+](Cc2ccccc2)c1,2.1%
O=S(=O)(N[C@H](CO)c1ccccc1)c1ccc(Br)cc1F,0.3%
CCOC(=O)c1c(C)[nH]c(C(=O)COC(=O)c2cccnc2Cl)c1C,3.6%
O=C(NCCc1ccc2c(c1)OCCO2)c1cc(S(=O)(=O)N2CCCC2)ccc1Br,0.7%[50 µM]
COc1ccccc1-c1cccc([C@@H]2C[C@H]3[C@H](CON3C)CN2C(=O)C(C)(C)C)c1,0.2%
CCN1C(=O)[C@H]2[C@@H](c3ccc(SC4CCCCC4)c(OC)c3)N3CCCC[C@@]3(C(=O)OC)[C@H]2C1=O,0.6%
O=C1OC(c2cc(Br)c(O)c(Br)c2)c2ccccc21 (stereo not given),-1.0%
COc1ccccc1C(=O)NC(=O)COC(=O)Cc1n[nH]c(=O)c2ccccc12,1.4%[50 µM]
O=C(CNCc1ccco1)Nc1cc(S(=O)(=O)N2CCOCC2)ccc1N1CCOCC1,-2.2%
CCCNC(=O)c1onc(CS(=O)(=O)c2cccc(OC)c2)c1C(=O)NCCC,3.4%
CCOc1ccccc1C(=O)NCC(=O)N1CCN(Cc2ccc3c(c2)OCO3)CC1,0.0%[50 µM]
c1ccc(CCNc2ccccn2)nc1,-4.7%
CCn1c(CCC(=O)O)nc2cc(S(=O)(=O)N3CCOCC3)ccc21,-0.1%
O=C1OCCN1C(=O)[C@H]1[C@H](c2ccccc2)C(c2ccccc2)=NN1c1ccc(Br)cc1,0.3%
Cc1ccc(NC(=O)COC(=O)CCC2CCCC2)cc1S(=O)(=O)N1CCOCC1,-1.6%
Cc1cccc(C(=O)NCC(=O)N2CCCCCCC2)c1,1.1%[50 µM]
Cc1ccc(S(=O)(=O)NC(C)(C)C)cc1C(=O)OC(C)C(=O)NC1CC1 (stereo not given),1.4%[50 µM]
COc1ccc(N=Nc2c(N)nn(C)c2N)cc1,-2.0%
# More compounds:
SMILES,K1F lysis inhibition
CCc1nnc(NC(=O)c2ccc(-c3ccc(C(C)=O)cc3)o2)s1,-0.3%[50 µM]
COc1cccc(C(=O)Nc2cccc(-c3ccc(N4CCOCC4)nn3)c2)c1,0.6%[50 µM]
Cc1nn(C)c(C)c1NC(=O)COc1ccc(Cl)cc1Br,0.5%[50 µM]
CCCCN(C(=O)c1cccc(S(=O)(=O)N2CCN(C)CC2)c1)c1c(N)n(CCC)c(=O)[nH]c1=O,2.0%[50 µM]
CON(C)S(=O)(=O)c1cccc(C(=O)N(CC(=O)Nc2ccccc2C(F)(F)F)Cc2ccco2)c1,0.3%[50 µM]
CCN(C(=O)CN1C(=O)c2ccccc2S1(=O)=O)C1CCCCC1,1.5%[50 µM]
O=C(NNc1ccccc1)c1ccc(Cl)c(Cl)c1,-2.8%
Cc1ccc(S(=O)(=O)NCCC(=O)N2CCN(c3ccccc3)CC2)cc1C,0.9%
COc1ccc(C(=O)C(=NNc2ccccc2)c2ccc(OC)cc2)cc1,-0.5%
Nc1nc(-c2ccccc2)c(CCCOc2ccc(NC(=O)CBr)cc2)c(=O)[nH]1,-0.4%
CCN1C[C@@H]2[C@@H]3C(=O)N(C)C(=O)[C@@H]3[C@](CC)(C1=O)N2C(=O)c1ccc(Cl)cc1,0.5%
CCOc1ccc(S(=O)(=O)NCCC(=O)NCc2ccccn2)cc1,1.5%[50 µM]
